Screens: PubChem, several laboratories
OX1R FRET antag: antagonists of human orexin 1 receptor (OX1R). actives 1.8% (n = 330,000). inhibition, % at 6.6 µM. OX1R-expressing cells, FRET antagonist read-out; in the data active means inhibition mostly above about 38%, no sharp cut-off; inactive means mostly below about 40%;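 further: 0% = agonist challenge alone and 100% = reference antagonist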
Target sequence (O43613 whole entry, looked up): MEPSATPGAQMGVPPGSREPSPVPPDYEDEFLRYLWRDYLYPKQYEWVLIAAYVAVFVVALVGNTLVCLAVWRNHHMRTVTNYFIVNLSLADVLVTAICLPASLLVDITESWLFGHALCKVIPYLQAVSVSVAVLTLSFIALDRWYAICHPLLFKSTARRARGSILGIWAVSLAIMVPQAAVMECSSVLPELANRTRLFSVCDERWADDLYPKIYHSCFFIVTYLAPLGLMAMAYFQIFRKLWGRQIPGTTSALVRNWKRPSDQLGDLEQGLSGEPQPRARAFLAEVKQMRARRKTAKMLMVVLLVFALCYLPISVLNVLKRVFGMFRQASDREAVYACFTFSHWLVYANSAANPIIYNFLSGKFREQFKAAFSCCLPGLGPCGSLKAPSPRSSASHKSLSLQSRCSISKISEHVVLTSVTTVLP
STK33 inh: human STK33 kinase inhibition. Q9BYT3. purified STK33, MBP phosphorylation, ADP-Glo luminescence. inhibition, % at 10 µM. actives 0.073% (n = 320,000);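 active means inhibition at or above 25%, using the most active replicate where run in duplicate; inactive means inhibition below 25%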
Target sequence (Q9BYT3 whole entry, looked up): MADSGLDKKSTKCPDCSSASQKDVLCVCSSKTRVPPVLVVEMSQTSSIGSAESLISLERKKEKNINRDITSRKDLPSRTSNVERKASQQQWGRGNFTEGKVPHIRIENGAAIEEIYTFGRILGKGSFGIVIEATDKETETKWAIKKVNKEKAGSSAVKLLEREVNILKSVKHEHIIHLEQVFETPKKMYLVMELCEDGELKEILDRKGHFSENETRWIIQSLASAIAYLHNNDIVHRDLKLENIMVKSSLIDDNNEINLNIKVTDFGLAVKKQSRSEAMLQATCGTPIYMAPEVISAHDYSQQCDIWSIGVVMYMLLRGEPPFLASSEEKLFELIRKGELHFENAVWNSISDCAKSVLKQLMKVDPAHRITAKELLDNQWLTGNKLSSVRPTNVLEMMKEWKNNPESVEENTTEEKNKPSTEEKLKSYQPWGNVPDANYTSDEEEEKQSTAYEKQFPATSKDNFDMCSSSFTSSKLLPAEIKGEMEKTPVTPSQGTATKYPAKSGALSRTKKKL
Starred values were filed as active, the others as inactive; . = no result given. Outcome played no part in choosing rows. About 1.8% of those tested had a hit in this group.

Start of the data: the first 18 records, to show the layout:
SMILES | OX1R FRET antag | STK33 inh
O=C(Nc1ccc(C2CC2(Cl)Cl)cc1)c1ccccc1Br (configuration not stated) | 17 | 0.4
O=C(O)CCCCN1C(=O)/C(=C\c2ccc(OCc3ccccc3)c(OCc3ccccc3)c2)SC1=S | 18 | -0.4
O=C(NCc1cccs1)c1cc(-c2cccs2)on1 | 21 | -5.4
CC1(C(=O)O)CCC(C(=O)N2CCOCC2)C1(C)C (configuration not stated) | 31 | -0.6
COc1ccccc1C(=O)N/C(=C/c1ccc2c(c1)OCO2)C(=O)Nc1ccc(C(=O)O)cc1 | 16 | -2.1
Cn1c(Cc2cccs2)nnc1SCc1nc2ccccc2[nH]1 | 21 | -1.2
Cc1ccc(NC(=O)c2ccc(CSc3ncnc4nc[nH]c34)cc2)c(C)c1 | -7 | -2.0
CCCC[n+]1c(-c2ccc(Cl)cc2Cl)csc1Nc1ccccc1 | 31 | -0.2
CCOC(=O)C(CCCOc1ccc(C(C)CC)cc1)C(=O)OCC (configuration not stated) | 12 | 0.2
CCCc1cc(CNC(=O)C2CCC(=O)N(Cc3ccccc3F)C2)on1 (configuration not stated) | 18 | -2.0
O=C1C(NS(=O)(=O)c2cccs2)=C(N2CCN(c3ccccc3)CC2)C(=O)c2ccccc21 | 22 | -0.5
Cc1ccc(NC(=O)C2CCN(S(=O)(=O)c3cnc[nH]3)CC2)cc1C | 28 | .
COC(=O)c1cccc(-n2c(CCC(=O)O)ccc2-c2cccs2)c1 | 20 | 0.1
O=C(CN1C(=O)c2ccccc2C1=O)NCc1ccc(N2CCOCC2)cc1 | 17 | 0.4
C=CCOC(=O)/C(=C/c1cccnc1)NC(=O)c1ccccc1 | 7 | -1.2
COc1cc2nc(=S)n3[nH]c(CCn4c(C)nc5ccccc54)nc3c2cc1OC | 23 | -1.5
O/N=C\c1cccn1-c1ccc(Br)cc1 | 10 | -5.4
Nc1ncnc2c1ncn2CCc1ccccc1 | 1 | -1.3

The whole of this part (from the top)
SMILES | OX1R FRET antag | STK33 inh
O=C(Nc1ccc(C2CC2(Cl)Cl)cc1)c1ccccc1Br (configuration not stated) | 17 | 0.4
O=C(O)CCCCN1C(=O)/C(=C\c2ccc(OCc3ccccc3)c(OCc3ccccc3)c2)SC1=S | 18 | -0.4
O=C(NCc1cccs1)c1cc(-c2cccs2)on1 | 21 | -5.4
CC1(C(=O)O)CCC(C(=O)N2CCOCC2)C1(C)C (configuration not stated) | 31 | -0.6
COc1ccccc1C(=O)N/C(=C/c1ccc2c(c1)OCO2)C(=O)Nc1ccc(C(=O)O)cc1 | 16 | -2.1
Cn1c(Cc2cccs2)nnc1SCc1nc2ccccc2[nH]1 | 21 | -1.2
Cc1ccc(NC(=O)c2ccc(CSc3ncnc4nc[nH]c34)cc2)c(C)c1 | -7 | -2.0
CCCC[n+]1c(-c2ccc(Cl)cc2Cl)csc1Nc1ccccc1 | 31 | -0.2
CCOC(=O)C(CCCOc1ccc(C(C)CC)cc1)C(=O)OCC (configuration not stated) | 12 | 0.2
CCCc1cc(CNC(=O)C2CCC(=O)N(Cc3ccccc3F)C2)on1 (configuration not stated) | 18 | -2.0
O=C1C(NS(=O)(=O)c2cccs2)=C(N2CCN(c3ccccc3)CC2)C(=O)c2ccccc21 | 22 | -0.5
Cc1ccc(NC(=O)C2CCN(S(=O)(=O)c3cnc[nH]3)CC2)cc1C | 28 | .
COC(=O)c1cccc(-n2c(CCC(=O)O)ccc2-c2cccs2)c1 | 20 | 0.1
O=C(CN1C(=O)c2ccccc2C1=O)NCc1ccc(N2CCOCC2)cc1 | 17 | 0.4
C=CCOC(=O)/C(=C/c1cccnc1)NC(=O)c1ccccc1 | 7 | -1.2
COc1cc2nc(=S)n3[nH]c(CCn4c(C)nc5ccccc54)nc3c2cc1OC | 23 | -1.5
O/N=C\c1cccn1-c1ccc(Br)cc1 | 10 | -5.4
Nc1ncnc2c1ncn2CCc1ccccc1 | 1 | -1.3
N#Cc1c(-c2ccco2)nc(SCC(=O)Nc2ccc(S(N)(=O)=O)cc2)[nH]c1=O | 8 | -0.6
O=C(Nc1c2c(nn1-c1ccc(F)cc1)CS(=O)(=O)C2)c1ccc(Br)o1 | 25 | 0.0
CCN(CC(=O)Nc1ccc(NC(C)=O)cc1)C(=O)/C=C/c1c(C)nn(-c2ccc(F)cc2)c1C | 10 | -0.2
CCOC(=O)c1c(-c2ccc(C)c(C)c2)csc1NC(=O)C1CC=CCC1C(=O)O (configuration not stated) | 20 | 1.1
Nc1ccccc1C(=O)Nc1cccc(C(=O)O)c1 | 12 | -0.1
CCOc1ccc(C=NC23CN4CN(CN(C4)C2)C3)cc1 | 13 | -1.5
CCOC(=O)C1CCN(C(=O)c2cc3ccccc3oc2=O)CC1 | 2 | -2.3
COc1ccc(Nc2cc3n(c(=O)n2)CCc2cc(OC)c(OC)cc2-3)c(C)c1 | 4 | 1.4
Cn1c(O)c(N=NC(=N)N)c2ccccc21 | 48 | 1.5
CCCC(NC(=S)NCC1CCCO1)C12CC3CC(CC(C3)C1)C2 (configuration not stated) | 7 | -0.5
CCOC(=O)c1ccc(NC(=O)CNNC(=O)COc2ccccc2C)cc1 | 14 | -0.1
O=C(Cn1cnc2scc(-c3ccc(Br)cc3)c2c1=O)N1CCOCC1 | 7 | 0.4
CSCCC(NC(=O)c1cccc(C)c1)C(=O)OCC(=O)Nc1c(C)nn(-c2ccccc2)c1C (configuration not stated) | 23 | 0.4
O=C(Nc1cccc2c1CCCC2)c1cccc(F)c1 | 11 | .
CC(=O)C(Sc1ccc2nnc(-c3cccnc3)n2n1)C(C)=O | 38 | -1.1
CN(C1CCCCC1)C(CNS(=O)(=O)c1ccc(Cl)cc1)c1ccccc1 (configuration not stated) | 4 | -4.6
COc1cc(Nc2ccc(C(=O)O)cc2[N+](=O)[O-])cc(OC)c1 | 54* | 0.2
CCN(CCCNC(=O)CC(C(=O)N1CCc2ccccc21)n1ccnc1)c1ccccc1 (configuration not stated) | 7 | -1.3
C=CCC(O)(CC=C)CNC(=O)c1ccc(OC)c(OC2CCN(C(C)=O)CC2)c1 | . | 0.4
O=C(O)c1ccccc1C(=O)Nc1c(-c2ccccc2)nc2ccccn12 | 2 | 0.3
O=C(COc1ccc(Br)cc1)NC(=S)Nc1ccccc1N1CCOCC1 | 5 | -1.2
COc1ccc(C(=O)NCCN2CCOCC2)cc1S(=O)(=O)Nc1ccc(C)cc1 | -2 | 1.4
CCC1(CC)Cc2ccccc2-c2nc3ccccc3c(=O)n21 | 8 | 1.3
Cc1ccc(S(=O)(=O)N/N=C\c2ccc([N+](=O)[O-])o2)cc1C | 32 | -0.9
Cn1c(C(=O)Nc2ccccc2)cc2sccc21 | 22 | -0.3
O=[N+]([O-])/C(C(Cl)=C(Cl)Cl)=C(/Sc1ccccc1)N1CCCCC1 | 6 | -0.9
CCCCn1c(N)c(N(CC(C)C)C(=O)CN(C)S(=O)(=O)c2ccc(F)cc2)c(=O)[nH]c1=O | 10 | -1.4
CC(C)(C)c1nc(CN2CCCCC2)cc(CN2CCCCC2)c1O | 1 | -2.1
CCCCOC(=O)C1=C(C)NC(=O)NC1c1ccc(OC)cc1 (configuration not stated) | 8 | -1.2
O=C(CCc1nc2ccccc2c(=O)[nH]1)N1CCN(S(=O)(=O)c2ccc(F)cc2)CC1 | 0 | 0.3
COc1ccc(-c2csc(/C(C#N)=C(\O)CSc3nccn3C)n2)cc1OC | 16 | 0.2
COc1cccc(NC(=O)CCc2c(C)nc3nc(CNC(=O)c4cccc(F)c4)nn3c2C)c1 | 29 | -2.1
Cc1cccc2c1CC(C)(C)N=C2C1=C(O)CC(C)(C)CC1=O | 6 | -2.2
CC1CCN(C(=O)Cn2c(=O)oc3cc(S(=O)(=O)N4CCCCC4)ccc32)CC1 | 15 | -0.3
CN(C)Cc1c(C(=O)N/N=C/c2ccc(OCc3ccc(F)cc3)cc2)nnn1-c1nonc1N | 7 | 0.3
COc1ccc(CN(CC2CCCO2)C(=O)CN2C(=O)COc3ccccc32)cc1OC (configuration not stated) | 15 | -0.2
CCOc1ccc(-c2c(C(=O)N/N=C/c3ccc(C)cc3)nnn2-c2nonc2N)cc1 | 15 | 1.6
COc1ccc(OC)c(CN2CCC(Cc3ccccc3)CC2)c1 | 22 | 1.3
Cc1ccc(OC(=O)C(F)(F)F)c2c1NCCC2 | 11 | -1.0
COc1ccc2c(c1)CCN(C(=O)CCl)C2C1C(=O)CCCC1=O (configuration not stated) | 7 | -0.1
COc1ccc([N+](=O)[O-])cc1NC(=O)CCC(=O)c1cccs1 | 32 | -0.4
CCC(C(=O)O)n1c2ccccc2c2cn[nH]c(=O)c21 (configuration not stated) | -1 | -0.4
Next part.
SMILES | OX1R FRET antag | STK33 inh
COc1cc2c(cc1OC)C(c1cc3ccc(C)cc3[nH]c1=O)N(C(=O)c1ccco1)CC2 (configuration not stated) | 1 | -0.7
CCCCNC(=O)C1C2C=CC(C2)C1C(=O)O (configuration not stated) | -21 | 5.5
CCN1C(=O)/C(=C/N(C(C)=O)c2ccccc2)N(c2ccccc2)C1=S | 82* | -0.3
CN(C)S(=O)(=O)c1ccc(C(=O)Nc2ccc3nc(N4CCOCC4)sc3c2)cc1 | 8 | -1.8
COc1ccc(CCNS(=O)(=O)c2ccc(S(=O)(=O)N3CCCC3)cc2)cc1OC | 40 | 0.6
Cc1ccc(NC(=O)CN2c3cccc4cccc(c34)S2(=O)=O)cc1 | 10 | 0.4
CSCCC(NC(=O)c1ccccc1)C(=O)OCC(=O)c1ccc[nH]1 (configuration not stated) | 6 | 0.4
O=C(COC(=O)c1ccc([N+](=O)[O-])o1)Nc1cccc(S(=O)(=O)N2CCOCC2)c1 | 21 | -2.4
CCOc1ccc2ccccc2c1CNCCN1CCOCC1 | 16 | 0.2
CCC(O)(C(=O)Nc1ccccc1C(F)(F)F)c1ccccc1OC (configuration not stated) | 6 | -0.3
COc1ccccc1CC(=O)Nc1ccc(F)cc1F | -2 | -0.6
Clc1ccccc1OCCn1nnc2ccccc21 | 19 | 0.0
Cc1ccc(C2C3=C(CCCC3=O)Nc3c2c(C)nn3-c2ccccn2)o1 (configuration not stated) | 9 | -0.7
Cc1ccc(C(C)C)c(OCC(=O)NN=C2CCCC2)c1 | 21 | -1.4
CCCOC(=O)c1ccc(N2C(=O)c3ccccc3C2=O)cc1 | 23 | -0.8
O=C1NC2(CCCC2)C(=O)N1Cc1cc(=O)n2ccsc2n1 | 9 | -0.8
O=C(NC(=S)Nc1ccc(CN2CCOCC2)cc1)c1ccc(-c2cccc(Cl)c2)o1 | 8 | -0.5
CN1CCN(c2ccccc2NC(=O)c2ccc(-c3cccc([N+](=O)[O-])c3)o2)CC1 | 16 | 1.4
O=C(/C=C/c1ccc(Cl)cc1)NC(=S)NN1CCCCC1c1cccnc1 (configuration not stated) | 33 | 1.1
Cc1ccn(CCC(=O)N2CCCC(CCC(=O)NCc3ccc(F)c(F)c3)C2)n1 (configuration not stated) | 9 | -0.1
CCOC(=O)c1c(C)oc2cc(Br)c(OC(C)C(=O)OCC)cc12 (configuration not stated) | 6 | 0.5
O=C(Nc1ccccc1-c1nc2ccccc2s1)C1=COCCO1 | 9 | -1.0
NS(=O)(=O)c1ccc(CCNC(=O)CCc2nc3sc4c(c3c(=O)[nH]2)CCCC4)cc1 | 7 | -0.6
CCc1ccccc1NC(=O)N[C@@H](C)C(=O)O | -4 | -0.2
Cn1c(=O)[nH]c2cc(Cl)cnc21 | 34 | -0.5
CCc1c(C)nc2ncnn2c1NCCc1ccc(OC)cc1 | 27 | -2.0
CCC(C)(C)n1nnnc1C(c1ccc2ncccc2c1)N1CCN(Cc2ccc3c(c2)OCO3)CC1 (configuration not stated) | 0 | 1.4
CC(C)c1nnc(NC(=O)C2CCN(c3nc4ccccc4s3)CC2)s1 | 21 | -1.0
COC(=O)CN1C(=O)COc2ccc(S(=O)(=O)N3CCOCC3)cc21 | 11 | -1.8
Cc1[nH]c2ccccc2c1/C=N/Nc1ccccc1[N+](=O)[O-] | 67* | 2.6
Cc1ccc(C2=NS(=O)(=O)N(C)C(C(=O)NCc3ccco3)=C2)cc1 | 7 | -0.2
O=C(CSc1nccc(=O)[nH]1)Nc1ccc(Oc2ccccc2)cc1 | -3 | -0.6
Cc1ccccc1S(=O)(=O)Nc1cccnc1 | -2 | -0.6
O=C(Cn1[nH]c(=O)c2ccccc2c1=O)OCC(=O)c1ccc(Br)cc1 | 16 | 0.3
OC[C@H]1O[C@@H](n2cnc3c(NC4CCCC4)nc(Cl)nc32)[C@H](O)[C@@H]1O | 20 | 1.1
Cc1csc(SCC(=O)Nc2ccc(Cl)cn2)n1 | 10 | 1.9
Cc1cc(-n2c(C)cc(C(=O)COc3ccc([N+](=O)[O-])cc3)c2C)no1 | 4 | -1.9
Cc1cc(C)cc(NC(=O)CN2C(=O)NC(Cc3c[nH]c4ccccc34)C2=O)c1 (configuration not stated) | 13 | -1.6
Cc1ccc2[nH]cc(CCNC(=O)CN3C(=O)c4ccccc4C3=O)c2c1 | 14 | -0.3
COc1ccc(C(=O)NCc2nnc(SCC(=O)Nc3nc4ccccc4s3)o2)cc1OC | 10 | -0.3
COc1cc(/C=N/Nc2cccc(C)c2)ccc1OC(=O)c1cccs1 | 20 | -1.6
Cc1ccc(C2C3=C(CC(C)(C)CC3=O)N=C3c4ccccc4C(=O)C32)cc1 (configuration not stated) | 22 | -0.6
CC(O)c1nc2ccc(Cc3ccc4nc(C(C)O)[nH]c4c3)cc2[nH]1 (configuration not stated) | 6 | -1.1
O=C(CC(c1cccs1)S(=O)(=O)c1ccccc1)c1ccc(F)cc1 (configuration not stated) | 5 | 1.2
O=c1[nH]c(=O)n([C@H]2C[C@H](O)[C@@H](CO)O2)cc1C(F)(F)F | 16 | -1.3
Nc1ccc(S(=O)(=O)Nc2ncccn2)cc1 | 17 | -0.6
C[C@H](CO)N1C[C@H](C)[C@@H](CN(C)S(=O)(=O)c2ccccc2)Oc2c(cccc2N(C)C)C1=O | 6 | 0.7
O=C1CCCc2c1cnc1ncnn21 | 1 | -0.8
